HCMV antiviral = human cytomegalovirus inhibition | HFF cells, HCMV-luciferase reporter, 72 h; active compounds read low | activity change, negative = inhibition, % at 57.5 µM | actives 4.5% (n = 410,000) | AID 1259415; in the data active means activity change below about -60%; inconclusive means no clear call, values can overlap the other calls; inactive means above about -39%
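HFF cells seeded 16 h at 37C, treated with compounds, infected with luciferase-reporter HCMV at MOI 1 PFU/cell; luciferase read at 72 h post infection, normalized to buffer-only and Salinomycin controls.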
AmpC detergent = AmpC beta-lactamase inhibition with detergent present | P00811 | AmpC hydrolysis of nitrocefin, absorbance 480 nm, 0.01% Triton | Potency, µM (series often up to 114 µM), without a hit: at the highest dose activity change, negative = inhibition, actives largely listed as inhibitors | actives 0.041% (n = 370,000) | AID 485294;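 further: potency means the concentration at half of the fitted maximal effect; 0% = no-compound wells and -100% = no-enzyme wells; nearly all actives have a fitted effect of over 25% in size; some results filed as inactive show a strong effect at the top dose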
Target sequence (P00811 whole entry, looked up): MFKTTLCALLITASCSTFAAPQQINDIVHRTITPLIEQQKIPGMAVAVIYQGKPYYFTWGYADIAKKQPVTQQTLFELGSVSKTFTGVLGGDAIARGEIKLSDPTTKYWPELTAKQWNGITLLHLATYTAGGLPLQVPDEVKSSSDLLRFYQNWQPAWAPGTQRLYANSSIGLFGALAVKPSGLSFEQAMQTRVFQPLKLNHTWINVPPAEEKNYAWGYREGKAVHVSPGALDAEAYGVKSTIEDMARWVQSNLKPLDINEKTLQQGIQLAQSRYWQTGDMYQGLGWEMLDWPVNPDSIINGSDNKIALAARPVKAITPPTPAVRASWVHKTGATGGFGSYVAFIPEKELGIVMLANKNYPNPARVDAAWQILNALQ
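20 mM phosphate pH 7.0 + 0.01% (detergent screen) or 0.0001% Triton X-100; 5.3 nM AmpC reagent; cpd preinc 15 min RT; nitrocefin (800 uM stock) to start; A480 q20 s × 4 min; Activity was normalised to no-enzyme and no-compound control wells.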
TbPYK inhibitor = T. brucei pyruvate kinase inhibition | Q57TT1 | TbPYK enzyme, Kinase-Glo Plus ATP luminescence, 45 min | Potency, µM (highest dose often 76.8 µM), for the others: at the top dose activity, negative = inhibition, most hits filed as inhibitors | actives 0.12% (n = 410,000) | AID 624173; further: potency means the concentration at half of the fitted maximal effect; nearly all actives have a fitted effect of over 50% in size
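Readout: single end-point luminescence (Kinase-Glo Plus, 10 min). Reaction conditions were TbPYK/substrate plus 130 uM ADP, 45 min at RT, pH 7.2 TEA buffer. No-enzyme wells served as controls, and data were normalized before concentration-response fitting.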
AmpC inh no detg = inhibitors of E. coli AmpC beta-lactamase without detergent; AmpC nitrocefin hydrolysis, absorbance 480 nm, 0.0001% Triton; AID 485341; actives 0.52% (n = 330,000); P00811; Potency, µM (doses to about 57.1 µM), without a hit: top-dose activity change, negative = inhibition, most hits filed as inhibitors;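 further: potency means the concentration at half of the fitted maximal effect; plate controls were no compound for no effect and no enzyme for full effect; nearly all actives have a fitted effect of over 20% in size; some results filed as inactive show a strong effect at the top dose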
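AmpC (5.3 nM in the dispensed reagent) in 20 mM phosphate pH 7.0 with 0.01% (detergent screen) or 0.0001% Triton X-100 was preincubated with compounds for 15 min at room temperature. Nitrocefin was then added from an 800 uM solution, and hydrolysis was followed at 480 nm.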
HCV inhibitor = inhibitors of hepatitis C virus infection; Potency, µM (top dose mostly 41.8 µM), for inactives: at the highest dose activity change, negative = inhibition, hits mostly inhibitors; Huh7.5.1 HCVcc-Cre infection, luciferase reporter, 44 h; AID 651820; actives 3.4% (n = 340,000); further: potency means the concentration at half of the fitted maximal effect
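Seed cells (1,000/well) for 4 h; treat with compound and infect with HCVcc-Cre, moi about 0.5. Incubate 44 h, then detect luciferase activity.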
LmPK inhibitor = inhibitors of Leishmania mexicana pyruvate kinase; purified LmPK, Kinase-Glo ATP luminescence, 1 h; Potency, µM (highest dose often 57.5 µM), inactives show top-dose activity change, negative = inhibition, most hits filed as inhibitors; actives 0.37% (n = 290,000); Q27686; further: potency means the concentration at half of the fitted maximal effect
Target sequence (Q27686 whole entry, looked up): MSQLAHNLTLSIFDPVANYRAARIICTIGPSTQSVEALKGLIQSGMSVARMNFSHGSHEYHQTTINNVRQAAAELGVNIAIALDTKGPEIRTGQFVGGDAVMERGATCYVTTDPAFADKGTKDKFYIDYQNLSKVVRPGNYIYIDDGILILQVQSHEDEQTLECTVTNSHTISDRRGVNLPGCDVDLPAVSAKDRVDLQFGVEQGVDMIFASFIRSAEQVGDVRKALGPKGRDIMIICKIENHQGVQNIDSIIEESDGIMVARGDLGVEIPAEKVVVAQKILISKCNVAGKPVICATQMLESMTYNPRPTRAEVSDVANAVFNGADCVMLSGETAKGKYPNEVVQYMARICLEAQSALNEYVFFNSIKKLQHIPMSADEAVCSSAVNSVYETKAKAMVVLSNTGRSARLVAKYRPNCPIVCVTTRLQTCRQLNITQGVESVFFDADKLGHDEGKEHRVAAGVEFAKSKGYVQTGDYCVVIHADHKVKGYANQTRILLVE
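Pyruvate kinase activity monitored as ATP production (luciferase luminescence). Conditions: 0.1 nM enzyme, 0.5 mM PEP, 0.1 mM ADP, 1 h, RT; normalized against uninhibited and no-enzyme wells.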
AMA1-RON2 inh = inhibitors of Plasmodium falciparum AMA1-RON2 interaction; AlphaScreen AMA1-biotinylated RON2 peptide binding; Potency, µM (series often up to 58.2 µM), inactives show at the highest dose activity change, negative = inhibition, actives largely listed as inhibitors; actives 0.2% (n = 360,000);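 further: potency means the concentration at half of the fitted maximal effect; 0% = vehicle wells and -100% = peptide control; nearly all actives have a fitted effect of over 45% in size; some results filed as inactive show a strong effect at the top dose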
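AMA1 (3D7) with his tag at 25 nM final met compounds first, then biotinylated RON2 peptide at 25 nM; detection used donor plus acceptor beads, 10 µg/mL apiece, read by AlphaScreen after 30 min at room temperature.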
* = called active by the depositor; ? = inconclusive; · = not tested or not shown; [ ] = another dose, or the depositor's remark. Unless noted, the call rests on the fitted dose curve; in most records, active means well fitted curve in the direction sought with a large enough effect; inconclusive means small, poorly fitted or top-dose-only effect, or another doubt; inactive means no such curve, though single readings can be large; an effect the other way counts as inactive or inconclusive. Unless noted, on the % scale 0 is the no-effect control and ±100 the full control effect.

Values run as follows: AmpC detergent, LmPK inhibitor, HCMV antiviral, AmpC inh no detg, AMA1-RON2 inh, TbPYK inhibitor, HCV inhibitor
CCN1C(=O)CC(C(=O)NC)SC1=Nc1cc(Cl)c(O)c(Cl)c1 (stereo unspecified)
    ?, 0%, 11, -22%, -22%, -6%, 4%
Nc1ccc2nc(Cc3ccccc3)[nH]c2c1
    -10%, 0%, 4, -24%, 8%, -6%, ?
O=C(Nc1ccccc1OC(F)F)C1CCCN1C(=O)c1cccs1 (stereo unspecified)
    -6%, -1%, -31, -24%, 21%[11.6 µM], -6%, 7%
NC(=O)COC(=O)c1oc2ccccc2c1CSc1ccc(Cl)cc1
    ?, 5%, -18, -18%, 3%, 3%, -3%
CCCNC(=O)c1cc(C2CCCCN2C(=O)OC)on1 (stereo unspecified)
    ·, ·, -13, ·, -2%, -5%, ·
CCCOc1ccc(N2C(=O)C3ON(c4ccccc4)C(CCC)C3C2=O)cc1 (stereo unspecified)
    2%, 3%, ?, -19%, -6%, -11%, 13%
O=C(CNC(=O)c1ccccc1)OC(C(=O)Nc1cc(C(F)(F)F)ccc1Cl)c1ccccc1 (stereo unspecified)
    ?, 1%, ?, -22%, 7%, 3%, ?
Cc1ccc(S(=O)(=O)CC(=O)N2CCOCC2)cc1
    2%, 0%, 10, 1%, 10%, 4%, 15%
CC(=O)n1cc(C(C[N+](=O)[O-])SCCN)c2ccccc21 (stereo unspecified)
    -13%, 3%, ·, -41%, 0%, ?, ?
O=C1NC(=O)[C@]2(Cc3ccccc3N3CCN(c4ccccc4)CC32)C(=O)N1c1ccccc1 (stereo partly specified)
    -12%, 6%, 47, -5%, 13%, -1%, -23%
Nc1nc2c(nc(Br)n2[C@@H]2O[C@@H]3COP(=O)(O)O[C@H]3[C@H]2O)c(=O)[nH]1
    ·, ·, -16, ·, 12%, -2%, 18%
CCCC1(C(=O)OCC)NC(c2ccco2)C2C(=O)N(C)C(=O)C21 (stereo unspecified)
    9%, 6%, 32, -5%, 5%, -2%, 1%
Cc1ccc(C(=O)Nc2nnc(-c3ccncc3)s2)o1
    ?, -6%, 18, -3%, -2%, -2%, -1%
O=C(CCc1ccccc1)N1CCc2c([nH]c3ccccc23)C1c1ccc(Cl)cc1 (stereo unspecified)
    3%, ·, -68*, ·, ·, -3%, ·
Cc1cc(C(=O)N/N=C/c2cccn2C)n[nH]1
    1%, -16%, 8, -6%, -9%, 2%, 11%
CCN1CCN(CCNC(=O)C2CCN(Cc3nc(-c4ccc(Cl)cc4)oc3C)CC2)CC1
    ?, 2%, ·, 28%, ·, ·, ·
COC(=O)c1ccc(CNC(=O)CN(CCC(C)C)S(=O)(=O)c2ccc3c(c2)OCCO3)cc1
    ?, 3%, ?, 21%, -16%, -7%, -5%
O=C(COC(=O)CCC(=O)c1ccc(F)cc1)Nc1cccc(S(=O)(=O)N2CCCC2)c1
    -10%, 10%, -39, -26%, 1%, -3%, -3%
Cc1cccc(-n2cc[nH]c2=S)c1C
    -1%, -19%, -69*, -6%, 3%[2.32 µM], ?, 3%
COc1cc[n+]([O-])cc1[N+](=O)[O-]
    ·, ·, -10, ·, 2%, 7%, 14%
FCc1nc2nc(Cl)c(Cl)nc2[nH]1
    ·, ·, -3, ·, 6%, 1%, ·
COc1cccc(N2C(=O)C(O)=C(C(C)=O)C2c2ccc(OC)c(OC)c2)c1 (stereo unspecified)
    0%, 2%, -7, -4%, -8%, -6%, 0%
CC(C(=O)NCc1cccs1)N1CCN(S(=O)(=O)c2ccc3c(c2)OCCCO3)CC1 (stereo unspecified)
    0%, ·, -8, 45%, 2%, 7%, ?
O=c1oc(-c2ccccc2NS(=O)(=O)c2ccccc2)nc2ccccc12
    1%, 4%, 41, -23%, -2%, -8%, 6%
Cc1cc2c(cc1C)N(C(=O)CCl)CCN2C(=O)CCl
    ·, ·, 10, ·, -17%, 4%, 4µM*
CC(C)(C)NC(=O)NC(=O)COC(=O)c1cc[n+]([O-])cc1
    ?, 5%, -9, -12%[11.4 µM], 8%, 3%, 16%
Cc1ccc(-n2nc(C)c(=O)c(-c3ccccc3)c2NC(=O)c2cccs2)cc1
    0%, 1%, 7, -1%, -7%, 11%, 7%
COc1cc2c(cc1OC)C(c1cccc(C)c1)CC(=O)N2 (stereo unspecified)
    8%, -9%, 26, 6%, -12%, 4%, 7%
O=C(NCCCN1CCOCC1)c1ccccc1NS(=O)(=O)c1ccc(F)cc1
    7%, 6%, 56, -32%, 2%, 0%, 3%
Cc1cccc(C)c1OCC(O)CNC(C)c1ccccc1 (stereo unspecified)
    0%, 1%, -36, -5%, -8%, 2%, 13µM*
Cc1ccccc1OCCCC(=O)Nc1ccc2c(c1)OCO2
    ?, -2%, 8, -32%, 0%, -28%, ?
CCOC(=O)[C@@H]1[C@H]2COc3cc(OC)ccc3[C@@H]2N2C(=O)N(c3cccc(F)c3)C(=O)[C@]12C
    -13%, -5%, 16, 46%, -9%, 4%, -17%
Cc1ccc(S(=O)(=O)N2CCN(CCc3ccncc3)CC2)cc1
    ·, ·, 12, -20%, 0%, -2%, 8%
Cc1cc(N2CCN(C(=O)c3ccoc3)CC2)n2nc(-c3ccccc3)cc2n1
    ·, ·, -8, ·, -24%, 2%, ·
O=C(O)c1cccnc1SC1CC(=O)N(c2cccc3ccccc23)C1=O (stereo unspecified)
    1%, -1%, ·, -13%, ·, ·, ·
COc1ccc(-c2nc3n(n2)C(c2ccccc2)C2=C(CCCC2=O)N3)cc1OC (stereo unspecified)
    -1%, 1%, 59, 27%, -11%, -4%, 19%
Fc1ccccc1NC(=S)N(CCCN1CCOCC1)Cc1cccnc1
    ?, -1%, 18, -16%, 0%, 0%, 8%
COc1cccc(N2CCN(c3ccc4nnc(CCC(=O)O)n4n3)CC2)c1
    2%, ·, 0, ·, ·, -3%, ·
CC(C)(C)S(=O)N1Cc2cc(CO)cc(CCO)c2[C@@H]1CCO (stereo partly specified)
    ·, ·, 14, ·, -8%, -2%, -8%
Cc1nc2c(-c3ccc(F)cc3)c(C)nn2c(C)c1CCC(=O)N1CCN(c2ccccn2)CC1
    -5%, 0%, -69*, -3%, -3%, -5%, 4%
CCOc1ccc(S(=O)(=O)NCCN2CCOCC2)c2ccccc12
    -12%, 6%, -14, 46%, -2%, 2%, 4%
O=C(C1CCCCC1)N1C[C@@H](n2cc(-c3ccc(F)cc3)nn2)[C@H](O)C[C@@H]1c1ccc(Cl)cc1
    ·, ·, 3, ·, -9%, 1%, ·
O=[N+]([O-])c1ccccc1OCCCOc1cccc2cccnc12
    ?, 6%, 238, 30%, 12%, -2%, -11%
CCOc1ccccc1N1C(=O)NC(=O)C(CCc2ccncc2)(CCc2ccncc2)C1=O
    ?, 0%, 9, -9%, 47%[activator], -3%, 5%
Cc1ccc(-c2nnc3ccccc3c2C(=O)Nc2cccc(Cl)c2)cc1
    4%, ·, 0, ·, ·, 9%[15.4 µM], ·
CCN1CCN(C(=O)C(C)Nc2cc(Cl)c(OC)cc2OC)CC1 (stereo unspecified)
    -12%, 1%, 19, -19%, 9%, -2%, 14%
O=C(CCCc1ccccc1)Nc1nnc(C(F)(F)F)s1
    -4%, -2%, 8, -19%, -18%, 0%, 19%
CCCOc1ccc(N2CC(C(=O)Nc3ccccc3C(=O)NC)CC2=O)cc1 (stereo unspecified)
    0%, -8%, -6, -12%, -5%, -1%, -7%
Cc1onc(-c2c(F)cccc2Cl)c1C(=O)Nc1ccc(S(=O)(=O)Nc2ncccn2)cc1
    -4%, -7%, -34, -24%, -2%, 1%, 2%
CCOC(=O)N1CCN(C(=O)C(c2ccccc2)c2ccccc2)CC1
    ?, 12%, ?, 39%, -2%, 4%, 11%
COc1ccc(C2CC(=O)Oc3cc(OC)c(OC)c(OC)c32)cc1 (stereo unspecified)
    ·, ·, 1, 0%, -1%, 1%, -2%
CCN(CC)CCNC(=O)c1ccc(NC(=O)c2ccc(COc3ccccc3)cc2)cc1
    4%, 0%, ?, -22%, -1%, -7%, 11µM*
CCN(CC)CCN(C(=O)c1ccc(C(=O)OC)cc1)c1nc2ccc(Cl)cc2s1
    21%, ·, 2, ·, ·, 0%, ·
O=C(Nc1sc2c(c1-c1nc3ccccc3[nH]1)CCCC2)C1CC1
    -4%, -1%, -25, -24%, 34%[activator], -2%, ?
CC(C)OC(=O)c1cccc(NC(=O)CSc2nnc(N)s2)c1
    2%, -1%, -14, -30%, -8%, 0%, -17%
COc1cccc(CNC(=O)COc2cccc(-n3cnnn3)c2)c1
    0%, ·, -18, -9%, -1%, -1%, 8%
CSCCC1NC(=O)N(CC(=O)Nc2ccc(Br)cc2Br)C1=O (stereo unspecified)
    -3%, 0%, 14, -16%, -6%, -3%, -6%
CCOC(=O)C1CCN(c2c(NCc3ccc(C(=O)NC4CCCC4)cc3)c(=O)c2=O)CC1
    -5%, 4%, 34, -3%, 4%, 1%, ?
COc1ccc(CCC(=O)NCc2ccc3c(c2)CCN3C(=O)c2ccc(F)cc2)cc1
    -6%, ·, 15, ·, ·, -2%, ·
S=C(Nc1ccc(Cl)cc1)NC1CC2CCCC(C1)N2C1CCCC1 (stereo unspecified)
    -2%, 10%, -3, -27%, 14%, 1%, ?

Overlap with the part before: three compounds, then new ones.
Values run as follows: AmpC detergent, LmPK inhibitor, HCMV antiviral, AmpC inh no detg, AMA1-RON2 inh, TbPYK inhibitor, HCV inhibitor
CCOC(=O)C1CCN(c2c(NCc3ccc(C(=O)NC4CCCC4)cc3)c(=O)c2=O)CC1
    -5%, 4%, 34, -3%, 4%, 1%, ?
COc1ccc(CCC(=O)NCc2ccc3c(c2)CCN3C(=O)c2ccc(F)cc2)cc1
    -6%, ·, 15, ·, ·, -2%, ·
S=C(Nc1ccc(Cl)cc1)NC1CC2CCCC(C1)N2C1CCCC1 (stereo unspecified)
    -2%, 10%, -3, -27%, 14%, 1%, ?
CC1=NN(C(=O)CCc2ccc3c(c2)OCO3)C(O)(C(F)(F)F)C1 (stereo unspecified)
    ?, 1%, -19, -14%, 51%[activator], 2%, 4%
Cc1ccccc1NC(=O)c1ccc(-c2ccc(Cl)cc2Cl)o1
    1%, 1%, -11, -30%, -3%, 1%, 13µM*
O=C1C(c2ccc(C(F)(F)F)cc2)=C(Nc2ccc(Cl)cc2)c2ccccc21
    7%, ·, 7, ·, ·, 2%, ·
O=S(=O)(NCCN1CCCC1)c1ccc(C(F)(F)F)cc1
    0%, -1%, ·, -11%, -3%, -1%, 3%

Screening results: PubChem BioAssay, National Center for Advancing Translational Sciences (NCATS)
